Bioassay records: PubChem BioAssay, National Center for Advancing Translational Sciences (NCATS)
MBNL1 CUG block = qHTS Assay for Inhibitors of MBNL1-poly(CUG) RNA binding | Muscleblind-like protein 1 (Homo sapiens), Q9NR56 | TR-FRET MBNL1-His/biotin-(CUG)12 binding, 665/545 ratio | AID 2675, 2010 | Potency, µM (top dose mostly 57.5 µM), without a hit: at the highest dose activity change, negative = inhibition, actives largely listed as inhibitors | 280,000 tested, 0.036% active; active = well fitted inhibition curve with a large enough effect in the signal ratio, with a control signal flat, not every such curve was filed as active; inconclusive = small, poorly fitted or top-dose-only effect, or effect the other way, or a change in a side signal; inactive = no such curve, though single readings can be large or run the other way; the % refers to the signal ratio; note: % is set by controls: 0 for no effect and ±100 for the full control effect
Target sequence (Q9NR56 whole entry, looked up): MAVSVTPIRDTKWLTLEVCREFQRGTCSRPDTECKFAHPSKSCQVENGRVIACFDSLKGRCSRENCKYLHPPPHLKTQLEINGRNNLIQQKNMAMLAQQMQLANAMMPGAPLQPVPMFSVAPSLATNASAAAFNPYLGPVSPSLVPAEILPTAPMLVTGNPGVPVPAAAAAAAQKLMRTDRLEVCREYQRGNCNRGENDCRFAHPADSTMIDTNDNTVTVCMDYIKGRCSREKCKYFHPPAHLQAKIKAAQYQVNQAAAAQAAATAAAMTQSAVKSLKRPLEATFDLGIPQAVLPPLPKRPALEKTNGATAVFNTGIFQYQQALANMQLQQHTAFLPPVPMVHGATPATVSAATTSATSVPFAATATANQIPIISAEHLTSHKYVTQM
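TR-FRET between His-tagged MBNL1 and biotin-(CUG)12 RNA, detected with Tb anti-His antibody (0.055 ng/ul) and streptavidin-XL665 (5 nM), 60 min at room temperature. Compounds titrated 92 nM to 58 uM; 665/545 nm ratio normalized to buffer and complex controls.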
Gal4-VP16 FLuc = VP16 counterscreen qHTS for inhibitors of ROR gamma transcriptional activity | Drosophila S2 Gal4-VP16 UAS-luciferase, luminescence, 20 h | Potency, µM (titrated, usually from 53.6 µM), without a hit: at the highest dose activity, negative = inhibition, usual class: inhibitors | 310,000 tested, 3.5% active | AID 2546, 2010;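 note: Gal4-VP16 expression switched on by copper sulfate through the metallothionein promoter; % is set by controls: 0 for no effect and ±100 for the full control effect; nearly all actives have a fitted effect of over 50% in size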
Rab9 prom act = qHTS Assay for Rab9 Promoter Activators | Huh7 Rab9 promoter-luciferase reporter, luminescence, 24 h | Potency, µM (highest dose often 9.22 µM), without a hit: at the top dose activation, negative = inhibition, hits mostly activators | 320,000 tested, 2.8% active; note: % of control where 0% means no effect; nearly all actives have a fitted effect of over 60% in size
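Cell-based reporter: Huh7 stable for Rab9 promoter-driven luciferase, plated in reduced-serum medium with 10% FBS at 1500 cells/well, compound-treated 24 h at 37 °C, luminescence read after 10 min reagent.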
BRCA1 expr act = qHTS Assay to Identify Small Molecule Activators of BRCA1 Expression; 380,000 tested, 1.1% active; AID 624202, 2012; Potency, µM (top dose mostly 46.1 µM), inactives show at the highest dose activation, actives largely listed as activators; MCF7-BRCA1-FFLuc reporter, luminescence, 48 h; response scale: scaled: vehicle 0%, 10 µM genistein 100%; note: nearly all actives have a fitted effect of over 80% in size; some results filed as inactive show a strong effect at the top dose
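Using MCF7 cells harboring a BRCA1 firefly luciferase reporter, plated 2 h before compound pinning, the screen measured luminescence after 48 h incubation. Responses were normalized to DMSO and 10 microM genistein, then fitted for concentration-effect.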
NPC1 promoter act = qHTS Assay for NPC1 Promoter Activators. Huh7 NPC1 promoter luciferase reporter, 24 h. Potency, µM (top dose mostly 9.22 µM), for inactives: at the highest dose activation, most hits filed as activators. 320,000 tested, 2.4% active;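 note: % of control where 0% means no effect; nearly all actives have a fitted effect of over 60% in size; reporter is driven by a mutant NPC1 promoter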
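NPC1 promoter–luciferase Huh7 cells; 24 h compound; luminescence.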
uPA surface inh = qHTS for Inhibitors of Cell Surface uPA Generation. 330,000 tested, 0.31% active. cell surface uPA generation assay, qHTS. Potency, µM (top dose mostly 38.3 µM), for the others: at the top dose activity change, negative = inhibition, hits mostly inhibitors. AID 540303, 2011; active = well fitted inhibition curve with a large enough effect; inconclusive = small, poorly fitted or top-dose-only effect; inactive = no such curve, though single readings can be large or run the other way; tested in mouse RAW 264.7 cells; note: % is set by controls: 0 for no effect and ±100 for the full control effect; nearly all actives have a fitted effect of over 55% in size
FLuc counter = qHTS profiling assay for firefly luciferase inhibitor/activator using purifed enzyme and Km concentrations of substrates (counterscreen for miR-21 project). Luciferin 4-monooxygenase (Photinus pyralis), P08659. purified FLuc, Km substrates, luminescence inhibition. Potency, µM (top dose mostly 57.5 µM), inactives show at the highest dose activity change, negative = inhibition, actives largely listed as inhibitors. 360,000 tested, 6.9% active;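 note: plate controls were vehicle for no effect and reference inhibitor for full effect; nearly all actives have a fitted effect of over 55% in size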
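Biochemical qHTS of compounds, final roughly 60 µM downward over six points, against 10 nM purified firefly luciferase using Km concentrations of substrates (10 uM D-luciferin, 10 uM ATP) in Tris acetate pH 7.5 buffer; luminescence output.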
RORgamma inh = qHTS for inhibitors of ROR gamma transcriptional activity; Potency, µM (top dose mostly 53.6 µM), inactives show top-dose activity change, negative = inhibition, most hits filed as inhibitors; 310,000 tested, 5.4% active; Drosophila S2 Gal4-RORgamma UAS-luciferase reporter, 20 h; AID 2551, 2010; note: % is set by controls: 0 for no effect and ±100 for the full control effect; nearly all actives have a fitted effect of over 60% in size
Target sequence (P51450 whole entry, looked up, the tested form may be a part): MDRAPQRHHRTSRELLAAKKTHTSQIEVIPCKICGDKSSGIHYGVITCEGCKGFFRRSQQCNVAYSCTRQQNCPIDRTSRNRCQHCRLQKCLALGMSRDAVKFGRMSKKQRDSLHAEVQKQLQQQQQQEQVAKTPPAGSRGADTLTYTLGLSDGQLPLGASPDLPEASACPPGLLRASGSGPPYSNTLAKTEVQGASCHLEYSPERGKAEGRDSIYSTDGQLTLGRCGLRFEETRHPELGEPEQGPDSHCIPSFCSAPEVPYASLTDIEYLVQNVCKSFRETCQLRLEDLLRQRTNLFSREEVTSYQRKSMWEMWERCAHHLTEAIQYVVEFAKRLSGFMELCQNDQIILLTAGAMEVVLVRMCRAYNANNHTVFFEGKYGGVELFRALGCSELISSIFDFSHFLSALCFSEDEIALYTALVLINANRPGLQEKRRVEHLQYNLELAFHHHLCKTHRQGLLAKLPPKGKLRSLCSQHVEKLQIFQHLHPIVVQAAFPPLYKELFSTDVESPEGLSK
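Drosophila S2 cells stably expressing Gal4-DBD/mouse RORγ fusion under metallothionein promoter plus UAS-luciferase; compound 1 h, then 700 uM CuSO4 induction for 20 h at ambient temperature; inhibition read as reduced luminescence.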
ELG1 genotoxic = qHTS screen for small molecules that induce genotoxicity in human embryonic kidney (HEK293T) cells expressing luciferase-tagged ELG1; HEK293T ELG1-luciferase reporter, luminescence, 16 h; Potency, µM (top dose mostly 46 µM), for the others: at the top dose activity change, positive = activation, hits mostly activators; 330,000 tested, 1.3% active; AID 504466, 2011; note: % of control where 0% means no effect; nearly all actives have a fitted effect of over 60% in size
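Screening used a luciferase reporter fused to human ELG1 in HEK293T cells. Luminescence was read on a CCD plate imager after 16 hr exposure and 30 min ONE-Glo incubation.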
p53 reactivation = qHTS assay for re-activators of p53 using a Luc reporter; H1299 p53-A138V BP100-luciferase reporter, luminescence, 24 h; Potency, µM (titrated, usually from 92.2 µM), for inactives: at the highest dose activity change, positive = activation, actives largely listed as activators; 320,000 tested, 0.063% active; note: % of control where 0% means no effect; nearly all actives have a fitted effect of over 45% in size
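H1299 (p53-null), stable ts p53-A138V + BP100-Luc; 1000 cells/well, Opti-MEM/10% FBS; cpd 4 pt, 1:5; 24 h, 37 deg C, 5% CO2; detection reagent 10 min RT; luminescence.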
Starred values were filed as active, the others as inactive; ? = inconclusive; nt = no result given; [ ] = dose if it differs, or a comment. Unless noted, calls come from the whole dose curve; as a rule, active = well fitted curve in the direction sought with a large enough effect; inconclusive = small, poorly fitted or top-dose-only effect, or another doubt; inactive = no such curve, though single readings can be large; an effect the other way counts as inactive or inconclusive. Potency is the fitted concentration of half-maximal effect.

SMILES	MBNL1 CUG block	Gal4-VP16 FLuc	Rab9 prom act	BRCA1 expr act	NPC1 promoter act	uPA surface inh	FLuc counter	RORgamma inh	ELG1 genotoxic	p53 reactivation
O=C(O)CCNc1nc(-c2ccccc2)c2cc(Br)ccc2n1	7%	13%	1%	-19%	-4%	-4%	-1%	-29%	-2%	2%
CSC1=N/C(=C\c2ccc(C)o2)C(=O)S1	14%	5%	7%	-14%	-1%	-4%	?	17%	0%	2%
CC(C)(C)NC(=O)N1CCC(CO)(Cc2ccccc2Cl)CC1	7%	-15%	-10%	-14%	-2%	1%	0%	-6%	-5%	-3%
O=C(NC1CCCCC1)C(c1ccccc1)N1CCC2(CC1)OCCO2 (stereo not given)	0%	-2%	2%	15%	1%	0%	3%	-24%	2%	-1%
CC(=O)Nc1nc2ccccc2n1Cc1ccccc1C	-2%	3.2µM*	-9%	-25%	-5%	-10%	1%	2µM*	-7%	?
CCC1CCCCN1CCCNC(=O)CN1C(=O)COc2ccc(S(=O)(=O)N3CCOCC3)cc21 (stereo not given)	2%	-7%	3%	16%	3%	2%	3%	-6%	4%	2%
COC(=O)c1ccc(NC(=O)CSc2nccn2CCc2ccccc2)cc1	1%	?	23%	31%	15%	2%	?	-1%	?	15%
O=C(NCc1ccc(F)cc1)c1c2c(nc3ccccc13)CCC2	1%	-6%	?	14µM*	?	-4%	13µM*	11%	14%	1%
CCc1nnc(NC(=O)c2ccc(-c3ccc([N+](=O)[O-])cc3Cl)o2)s1	-3%	-17%	-5%	-8%	-3%	4%	-9%	-16%	0%	9%
CN(C)S(=O)(=O)c1ccc(C(=O)NCCSc2ccccc2)cc1	-7%	-26%	?	79%	?	5%	?	-30%	10µM*	28%
O=C1C=C(/C=C/c2ccccc2)C[C@@H](c2ccc(F)cc2)C1	nt	nt	3%	-10%	0%	-3%	-18%	nt	2%	?
COc1cccc2sc(=NC(=O)CS(=O)(=O)c3ccc(Cl)cc3)n(C)c12	nt	nt	-16%	-38%	-8%	-15%	-3%	nt	-1%	8%
COc1ccc(CNC(=S)NCc2ccc(Cl)cc2)cc1OC	-12%	22µM*	1%	0%	-6%	-8%	1%	?	-6%	2%
CC1=CC(C)(C)NC(=S)N1c1ccc(C)cc1	?	3.5µM*	-2%	0%	1%	-4%	-14%	1.6µM*	-8%	-7%
Cc1ccc(C(=O)OC(C)C(=O)Nc2ccc(Cl)cn2)s1 (stereo not given)	nt	nt	0%	8%	7%	14%	1%	nt	0%	0%
O=C(CSCc1cc(=O)n2ccsc2n1)Nc1ccc(F)cc1	-4%	-1%	3%	-3%	-7%	?	1%	-27%	-1%	3%
CCc1c(C(=O)NCc2ccccc2Cl)[nH]c(C)c1C(C)=O	-9%	0%	-6%	-16%	-6%	-4%	-1%	43%	-3%	2%
CC1CCN(S(=O)(=O)c2cccc3cccnc23)CC1	1%	-2%	-1%	-9%	0%	-2%	-1%	-7%	3%	-5%
Cc1ccc(C(=O)O/N=C\c2ccc(N3CCCCC3)c([N+](=O)[O-])c2)cc1	-7%	-12%	-5%	26%	-1%	-2%	-18%	?	-3%	5%
Cc1ccc(C)c(OCCC(=O)OCC(=O)Nc2cc(S(=O)(=O)N3CCOCC3)ccc2C)c1	nt	nt	-3%	4%	-4%	-6%	5%	nt	7%	1%
C=CCOC(=O)C1=C(C)Nc2nnnn2C1c1cccs1 (stereo not given)	1%	5%	-3%	-28%	0%	nt	5%	-1%	1%	-6%
O=C1COc2ccc(C(=O)COC(=O)/C=C/c3ccco3)cc2N1	nt	nt	0%	-39%	-3%	-16%	4%	nt	1%	-1%
COc1ccccc1CNC(=O)[C@H](C)NC(=O)[C@@H]1Cc2ccccc2CN1	2%	0%	0%	-7%	-1%	3%	-2%	-5%	2%	2%
CCOC(=O)c1cc(-c2ccc(F)cc2)n(CCC(=O)NC2CCN(Cc3ccccc3)CC2)c1C	-5%	1%	-2%	-24%	-8%	?	1%	-42%	-5%	4%
CCOc1cc(C(=O)Nc2ccc(S(=O)(=O)N3CCOCC3)cc2)cc(OCC)c1OCC	-16%	-4%	?	10%	0%	-1%	1%	0%[10 µM]	1%	8%
O=C(NCC1CCCO1)c1ccc(S(=O)(=O)Nc2ccccc2F)cc1 (stereo not given)	nt	nt	-2%	-13%	0%	-1%	-1%	nt	-10%	5%
COc1ccc(C(NC=O)c2cc(OC)c(OC)cc2Br)cc1OC (stereo not given)	4%	-6%	-12%	13%	-4%	4%	-1%	-3%	3%	-6%
COc1cc2ccccc2cc1C(=O)Nc1ccc(NC(=O)c2cccs2)cc1	5%	-13%	2%	-22%	-3%	1%	-11%	?	-7%	2%
COc1ccc(S(=O)(=O)Nc2ccc(NC(C)=O)cc2)cc1OC	-4%	-16%	-3%	-5%	1%	1%	-1%	-1%	1%	19%
Cc1ccc(/C=C2/Sc3ccccc3N(CC(=O)NCC3CCCO3)C2=O)cc1 (stereo not given)	19%	-1%	-1%	19%	-1%	7%	?	6%	-9%	0%

Whole records as entered above. Order of screens: MBNL1 CUG block | Gal4-VP16 FLuc | Rab9 prom act | BRCA1 expr act | NPC1 promoter act | uPA surface inh | FLuc counter | RORgamma inh | ELG1 genotoxic | p53 reactivation
Record of `CCOC(=O)c1cc(-c2ccc(F)cc2)n(CCC(=O)NC2CCN(Cc3ccccc3)CC2)c1C` = -5% | 1% | -2% | -24% | -8% | ? | 1% | -42% | -5% | 4%
Record of `O=C(NCc1ccc(F)cc1)c1c2c(nc3ccccc13)CCC2` = 1% | -6% | ? | 14µM* | ? | -4% | 13µM* | 11% | 14% | 1%

The list continues:
SMILES	MBNL1 CUG block	Gal4-VP16 FLuc	Rab9 prom act	BRCA1 expr act	NPC1 promoter act	uPA surface inh	FLuc counter	RORgamma inh	ELG1 genotoxic	p53 reactivation
CCOC(=O)N/N=C/c1cn(Cc2ccc(Cl)cc2)c2ccccc12	-18%	?	0%	-83%	8%	-4%	-3%	-44%	4%	-1%
CCN(C(=O)CSc1nnnn1-c1ccc(Cl)cc1)C1CCS(=O)(=O)C1 (stereo not given)	nt	nt	nt	-15%	nt	1%	nt	nt	0%	-2%
CCOC(=O)C1(Cc2cccc(OC)c2)CCN(Cc2ccc(OC)c(OC)c2)CC1	-19%	1%	-8%	0%	-3%	-4%	-1%	43%	-14%	-2%
CC(c1ccc(F)cc1)n1c(-c2cccs2)n[nH]c1=S (stereo not given)	0%	10µM*	-1%	0%	0%	-1%	-17%	2.8µM*	1%	10%
CN(CC(=O)Nc1ccccc1Br)CC(=O)Nc1ccccc1-c1ccccc1	nt	nt	-2%	0%	0%	7%	8%	nt	0%	-3%
Cc1c(Cl)cccc1NC(=S)N(CCN(C)C)C(C)c1ccccn1 (stereo not given)	-1%	?	-1%	-42%	-8%	1%	3%	13µM*	-5%	5%
Cn1c(NC(=O)c2ccco2)cc(=O)n(C)c1=O	-6%	-6%	7%	7%	-1%	0%	0%	-2%	14%	-3%
O=C(O)CSCC(=O)N1CCN(c2cc(C(F)(F)F)nc3ccccc23)CC1	12%	-1%	-4%	0%	-4%	1%	0%	-9%	4%	-1%
O=C(COc1ccc(S(=O)(=O)NC2CCCCC2)cc1Cl)Nc1ccc2c(c1)OCO2	-4%	-4%	2%	-28%	0%	nt	-18%	22%	-6%	6%
O=C(NCCCCc1ccccc1)C1CC(c2ccccc2C(F)(F)F)=NO1 (stereo not given)	-9%	0%	-8%	-8%	-5%	-34%	1%	-3%	3%	-4%
Cc1ccccc1N1CCN(c2ncnc3c2cnn3Cc2ccc(Cl)cc2)CC1	-7%	-1%	-12%	-71%	1%	3%	-1%	23%	-11%	-1%
CCc1ccc(-n2c(=O)c3c(C)c(C)sc3n(CC(=O)NCC3CCCO3)c2=O)cc1 (stereo not given)	-5%	0%	2%	2%	-2%	-1%	-1%	26%	1%	-7%
Cc1ccccc1OC(C)C(=O)Nc1ccc(S(=O)(=O)N2CCCC2)cc1 (stereo not given)	-5%	-13%	-1%	-35%	0%	5%	2%	-16%	-9%	0%
Cc1nc(Cl)c2c(n1)NC(=O)CO2	-6%	-4%	-1%	-1%	-1%	7%	5%	-7%	3%	5%
Cc1nc(C)c(-c2ccc(SCc3ccc(Cl)cc3)nn2)s1	34%[activator]	-8%	-6%	22%	-4%	-21%	-22%	10%	-3%	-9%
O=C(CCN1C(=O)c2ccccc2C1=O)Nc1ccccc1C(F)(F)F	6%	-3%	0%	-8%	-4%	-2%	1%	-4%	-1%	0%
Cc1cc(/C=N/NC(N)=S)c(C)n1-c1ccc(Cl)cc1	-7%	1.1µM*	4%	-31%	0%	-25%	0%	0.45µM*	-1%	7%
CCNc1nc(NCC)n2c(SCC(=O)Nc3ccccc3)nnc2n1	-3%	-2%	-5%	-5%	0%	3%	0%	3%	1%	7%
Cc1cc(C)nc(SCC(=O)Nc2ncc(Cc3cccc(Cl)c3Cl)s2)n1	-15%	-2%	-5%	-45%	-4%	1%	10%	32%	3%	2%
